E coli WT inh: blocks growth of wild type E. coli BW25113; E. coli BW25113 growth inhibition, OD600; inhibition, % at 10 µM; 0.05% of 20,000 active; in the data active = inhibition above about 40%;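 note: bacteria exposed to compound for 20 hours at 37 °C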
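Material: bacterial strain in a whole-cell growth screen; Amount: inoculum from a 1:1000 dilution of a 1.5 h subculture; Buffer or medium: LB plus kanamycin 50 µg/mL; Dosing: one dose, 10 µM final; Times: compound exposure of 20 h at 37 °C; Measured by: absorbance at 615 nm as a measure of bacterial growth.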
* = called active by the depositor. This is a subset; the hit share may differ from the screen's.

SMILES	E coli WT inh
CCCCOC(=O)c1ccc(NC(=O)c2ccoc2C)cc1	-26
O=C1C(Cl)=C(N2CCCCC2)C(=O)N1c1ccccc1Cl	9
COC(=O)c1cc(OC)c(OC)cc1NC(=O)CSc1nnnn1Cc1ccccc1	-2
Cc1ccc(SCc2cc(=O)[nH]c(N3CCN(Cc4ccccc4)CC3)n2)cc1	-23
O=C(Nc1ccc2[nH]c3c(c2c1)CCCC3)c1ccco1	-7
Cn1nc(C(=O)NC2CCCCC2)c2ccccc2c1=O	-8
Cc1sc2ncnc(SCC(=O)N3CCCC3)c2c1C	-2
COc1cc(C2C(C(=O)c3ccc(C)o3)=C(O)C(=O)N2c2cc(C)on2)cc(Br)c1O (stereo not drawn)	-5
Cc1scc(C(=O)Nn2cnnc2)c1-c1ccccc1	-24
CC1CCN(c2ccc(NC(=O)c3cccnc3)cc2)CC1	5
O=C(c1ccco1)N1CCN(C(=O)C2CCN(S(=O)(=O)c3cccc4nsnc34)CC2)CC1	5
COc1ccccc1OCCNC(=O)c1cccs1	-3
CCCc1cc(C(=O)N2CCN(S(=O)(=O)c3ccc(OC)c(OC)c3)CC2)cs1	-17
O=C(Nc1ccccc1C(=O)N1CCOCC1)C1CCCO1 (stereo not drawn)	-26
CCOC(=O)c1ccc(OCc2nc(-c3cccs3)no2)cc1	-19
CCOc1cccc(-c2nnc3n2N=C(c2cc(OC)ccc2OC)CS3)c1	-4
COC(=O)c1oc2ccc(Cl)cc2c1NC(C)=O	-21
COc1ccc(C)cc1S(=O)(=O)Nc1ccc(F)cc1	-17
Cc1ccc(N=Cc2ccc[nH]2)c(O)c1	2
COc1ccc(-c2noc(CN3CCC(Cc4ccccc4)CC3)n2)cc1	0
Cc1ccc(-n2c(C)cc3c2CCCC3=O)cc1	-5
CC(C)Cc1nnc(NC(=O)CCC(=O)N2CCOCC2)s1	6
CCSc1nnc([C@H](C)NC(=O)OC(C)(C)C)o1	-10
CCc1ccccc1NC(=O)CSc1nc2n[nH]c(C)c2c(=N)n1-c1ccc(OC)cc1	-4
COc1ccc2[nH]c(C)c(CCN3C(=O)OC(C)(C)C3(C)O)c2c1 (stereo not drawn)	10
SMILES	E coli WT inh
CCOC(=O)c1cc(-c2ccc(/C=N\n3cnnc3)o2)ccc1Cl	-27
O=C(O)c1cccc(CN2C(=O)SC(Nc3ccccc3)C2=O)c1 (stereo not drawn)	-3
CC(C)C(c1nnnn1C1CCCC1)N1CCCc2ccccc21 (stereo not drawn)	-1
COc1ccc(Nc2ncc3c(n2)CC(c2ccc(OC)cc2)CC3=O)cc1 (stereo not drawn)	18
Cn1c(NCc2ccco2)nc2ccccc21	-19
COC(=O)Cn1ncc2c(C)n(Cc3ccccc3)c(C)c2c1=O	0
O=C1CC(C(=O)Nc2ccccc2)N=C(N2CCOCC2)N1 (stereo not drawn)	2
Cc1c(C(=O)Nc2c(C)n(C)n(-c3ccccc3)c2=O)oc2ccccc12	-10
Cc1nc(CN2CCN(C(=O)c3ccc(Br)cc3)CC2)cs1	-15
Cc1cccc(-n2ncc3c(NCc4ccccn4)ncnc32)c1	7
O=C(NCC1CCCO1)c1ccc(N2CCCCC2)nc1 (stereo not drawn)	1
Cc1cccc(-c2noc(CN(C)S(=O)(=O)c3cc(Cl)ccc3Cl)n2)c1	-17
CC(Oc1ccc(Cl)cc1Cl)C(=O)NC1CCSC1=O (stereo not drawn)	-17
CC(C)OCCCNC(=O)c1cc2c(s1)CS(=O)(=O)C2	13
COc1ccc(-n2ncc3c(NCCCN4CCOCC4)ncnc32)cc1	-3
CCCc1cc(=O)n2[nH]c(Cc3ccccc3)nc2n1	0
COC(=O)Cc1cc(=O)n(-c2nc3ccccc3[nH]2)[nH]1	2
COC(=O)COc1ccc(-c2nn(C)c(=O)c3ccccc23)cc1	-14
CC(C)C1N=C2c3ccccc3N=C(SCc3cc(=O)n4ccccc4n3)N2C1=O (stereo not drawn)	1
CCOc1cc(C2C(C(=O)N3CCCCC3)=C(C)NC3=C2C(=O)CCC3)cc(Br)c1O (stereo not drawn)	8
CCOc1ccccc1NC(=O)CN(C)S(=O)(=O)c1cccc2nsnc12	-6
Cc1cn(-c2ccc(Br)cc2)[nH]c1=O	-22
Cc1ccsc1C(C(=O)NC1CCCCC1)N(C(=O)Cc1cccs1)C1CC1 (stereo not drawn)	-4
Cn1c(SCC(=O)N2CCOCC2)nc2sc3c(c2c1=O)CCCC3	-19
CCOC(=O)CC(NS(=O)(=O)c1ccc(NC(C)=O)cc1)c1ccc(OCC)cc1 (stereo not drawn)	18
SMILES	E coli WT inh
C=CCn1c(Cc2csc(N)n2)nnc1SCC(=O)OCC	6
CCCC(=O)Nc1ccc(Cl)c(NC(=O)c2ccc(Br)o2)c1	1
COc1cccc(N2C(=O)CC(N3CCC(c4nc5ccccc5[nH]4)CC3)C2=O)c1 (stereo not drawn)	-14
O=C(NCC(=O)N(c1cccnc1)C(C(=O)NC1CCCCC1)c1cccnc1)c1ccco1 (stereo not drawn)	-2
c1ccc(CCc2nn3c(C4COc5ccccc5O4)nnc3s2)cc1 (stereo not drawn)	-11
CC(C)n1c(NCc2nc3ccccc3n2C)nc2ccccc21	8
COC(=O)c1ccccc1NC(=O)Cn1c(-c2nonc2N)nc2ccccc21	-6
COc1cccc(OC)c1C(=O)N1CCN(S(=O)(=O)c2ccc(C)cc2)CC1	17
CCOC(=O)CNc1ccc2c(c1)OCO2	-2
O=C(NCc1nnc(SCC(=O)N2CCC(Cc3ccccc3)CC2)o1)c1ccccc1F	8
Cc1ccccc1CNS(=O)(=O)c1ccc2c(c1)OCCO2	-10
CN(c1ccc(C(=O)N2CCCCC2)cc1)S(C)(=O)=O	-17
O=C(NCc1ccc2c(c1)OCO2)C1CCCN(S(=O)(=O)c2cccc3cccnc23)C1 (stereo not drawn)	-1
C=CCNC(=O)c1ccccc1NS(=O)(=O)c1ccccc1	0
COc1ccc(OC)c(S(=O)(=O)Nc2cccc(C(C)=O)c2)c1	-6
O=c1c2ccccc2ncn1C1CCCCC1	-7
CC(NC(=O)Nc1ccccc1C(F)(F)F)C1CCCO1 (stereo not drawn)	-15
Cc1ccc(S(=O)(=O)Cc2cccc(C(=O)N3CCOCC3)c2)cc1	-24
CCCn1nnc(NC(=O)COc2ccccc2Cl)n1	-16
CS(=O)(=O)N1CCN(C(=O)c2csc3ccccc23)CC1	-15
COc1ccccc1OCc1nc2c3c(-c4ccccc4)c(-c4ccccc4)oc3ncn2n1	-10
COc1ccc2c(c1)n([O-])c1c([n+]2=O)CCC1	-1
COc1ccc(CCn2c(N)c(C#N)c3nc4ccccc4nc32)cc1OC	-4
Cc1ccc(NC(=O)CCN2CCc3ccccc3C2)cc1	5
CCOC(=O)C(C)Sc1nc2c(cnn2-c2ccc(C)cc2)c(=O)[nH]1 (stereo not drawn)	18
SMILES	E coli WT inh
CCn1c(SCc2ccc(C#N)cc2)nnc1-c1cccc(Cl)c1	-14
O=C1CC(c2ccccc2)Cc2nc(N3CCc4ccccc43)ncc21 (stereo not drawn)	-6
CN1CCCc2cc(C#N)c(=O)[nH]c21	-1
O=C(c1ccccc1)c1ccccc1C(=O)N1CCCC1	2
C=CCn1nnnc1SCC(=O)Nc1cccc(OC)c1	5
Cc1ccccc1N1CC(c2nc3ccccc3[nH]2)CC1=O (stereo not drawn)	-3
COc1cc(NC(=O)c2cccs2)cc(OC)c1	-2
CCc1cc(C(=O)NCCN(C)C)cs1	-23
Cc1ccccc1CN1CCN(CC(=O)NCc2ccccc2)C1=O	-3
Cc1cc(Cl)ccc1OCCCC(=O)NC1CCN(C)CC1	-18
CCCn1c(=O)[nH]c(=O)c2[nH]cnc21	6
Cc1csc2nc3ccccc3c(=O)n12	-6
O=C(Nc1nncs1)Oc1ccccc1	-20
COc1ccc(N(C)C(=O)CCS(=O)(=O)c2cccc3nonc23)cc1	3
CC(=O)c1cccc(NS(=O)(=O)N2CCCCC2)c1	-14
O=C(Oc1ccccc1C(=O)N1CCOCC1)c1ccccc1	-11
CCOC(=O)C(NC(=O)Nc1ccccc1)(OCC)C(F)(F)F (stereo not drawn)	-3
COCCn1c(-c2ccc(OC)c(OC)c2)nc2ccccc21	-2
CC(C)c1nnc(NC(=O)c2cnccn2)s1	8
Cc1ccccc1NC(=O)C1CCC(C)(C(=O)O)C1(C)C (stereo not drawn)	3
CN1CCN(c2nc3c(c(=O)[nH]c(=O)n3C)n2CCOc2ccccc2)CC1	-9
COc1ccccc1-n1nnnc1S(=O)(=O)Cc1ccc(Cl)cc1	-15
Nc1nc2c3ccccc3nc(C3CC3)n2n1	7
O=C(Cn1cnc2sc(-c3ccccc3)cc2c1=O)NCc1ccco1	-16
CCOc1cc(C)c(Cl)cc1S(=O)(=O)n1nnc2ccccc21	-18
SMILES	E coli WT inh
COC(=O)C1C2C=CC3(CN(CC4CCCO4)C(=O)C13)O2 (stereo not drawn)	-5
COC(=O)Cn1cc(C(=O)OC)c2ccccc21	2
CC(=O)Nc1nc(CC(C)C)cc(-c2ccco2)c1C#N	-1
O=C(CCN1CCc2ccccc2C1)Nc1ccccc1F	-21
CCSc1nc2ccccc2n1CCC(=O)O	-1
Cc1cccc(-c2noc(CN(C(=O)c3ccc(Br)o3)C(C)C)n2)c1	-18
CCOC(=O)N1CCN(C(=O)c2cccc(NC(=O)c3ccco3)c2)CC1	-16
O=C(Nc1nn(Cc2ccccc2F)cc1Br)c1cccs1	-14
Cn1c(=O)n(Cc2ccc(F)cc2)c(=O)c2c1nc1n2CCCN1Cc1ccccc1	0
CCCS(=O)(=O)N1CCN(Cc2ccc(OCc3ccccc3)c(OC)c2)CC1	9
COc1ccccc1N(CC(=O)NC1CCCC1)C(=O)CCC(=O)Nc1cc(C)on1	-1
Cc1cc(C(=O)NCc2cccs2)c(C)o1	-20
Cc1cc(C)c(C(N)=O)c(Nc2cccc(Cl)c2C)n1	4
CCOC(=O)C(C(C)=O)c1nc(C)nc2c1nnn2Cc1ccccc1Cl (stereo not drawn)	-2
COCCn1nnnc1CN1CCC(Cc2ccccc2)CC1	-3
COc1ccc(OC)c(N(CC(=O)N2CCN(c3cc(Cl)ccc3C)CC2)S(C)(=O)=O)c1	0
CCOC(=O)CSc1nc2cc(C(=O)NCc3ccco3)ccc2c(=O)n1-c1ccc(F)cc1	7
CC(C)(C)c1nc2scc(-c3cccs3)c2c(=O)o1	-15
O=C(CCC1COc2ccccc2O1)NCC1COc2ccccc2O1 (stereo not drawn)	-2
COc1ccc(N2CCN(c3ncnc4c3cnn4-c3ccc(C)cc3C)CC2)cc1	-11
CCC(=O)Nc1c(C(=O)N2CCCCCC2)cnn1-c1ccc(C)c(C)c1	-16
O=C(NCc1ccccc1Cl)c1cnn2cccnc12	-15
Cc1noc(C)c1C(=O)NC1CCCc2ccccc21 (stereo not drawn)	-9
C=CCOC(=O)CC(NC(=O)c1ccccc1)c1ccccc1 (stereo not drawn)	5
CCN1C(=O)C2(C(C#N)=C(N)Oc3n[nH]c(COC)c32)c2ccccc21 (stereo not drawn)	6
SMILES	E coli WT inh
O=C(O)C1C2C=CC(C2)C1C(=O)Nc1ccc(C(=O)N2CCCCC2)c(Cl)c1 (stereo not drawn)	-2
COC(=O)C1=C(C)N=C2SCCC(=O)N2C1c1ccc(C(=O)OC)cc1 (stereo not drawn)	23
Cc1ccc(CNc2cc(-c3nn4c(C)nnc4s3)ccc2C)s1	4
Cn1c(SCC(=O)Nc2ccc(F)cc2)nnc1-c1cccnc1	11
COC(=O)COc1ccc(S(=O)(=O)Nc2ccccc2C(=O)OC)cc1	-14
COc1cc(-c2nn3c(Cc4ccccc4)nnc3s2)cc(OC)c1OC	-22
O=C(Nc1ccc2c(c1)OCO2)N1CCN(S(=O)(=O)c2ccc(Cl)cc2)CC1	-24
O=C(NCc1cccnc1)c1cc(-c2ccccc2)on1	-13
COc1ccccc1NC1=NC(c2ccc(Cl)cc2)N=C(N)N1 (stereo not drawn)	-4
CCC(=O)Nc1c2c(nn1-c1ccccc1C)CSC2	-2
CCOC(=O)CSC1=C(C#N)C(=O)NC2(CCCCC2)S1	5
COc1cc(NC(=O)c2ccc(Br)o2)ccc1NC(=O)c1ccccc1Cl	-16
COCCNC(=O)c1ccc(NS(=O)(=O)c2cc(C)ccc2C)cc1	-25
CCn1c(=N)n(CC(=O)c2ccco2)c2ccccc21	-1
Cc1cc2ncn(S(=O)(=O)N3CCCCC3)c2cc1C	-9
O=C1CCC(C(=O)N(Cc2ccco2)C2(C(=O)NC3CCCC3)CCCCC2)N1 (stereo not drawn)	3
Cc1nn(-c2ccccc2)c2c1C(O)n1c(nc3ccccc31)S2 (stereo not drawn)	-4

Screening results: PubChem BioAssay, SRMLSC
